High-throughput results deposited in PubChem BioAssay by MTDP.
RNase H inhibition: RNase H inhibition, HIV 1 Gag Pol polyprotein, FRET biochemical assay, screening (AID 372) | HIV-1 RT RNase H, FRET RNA/DNA substrate fluorescence; higher % means a stronger effect | 100,000 tested, 0.77% active | inhibition, % at 10 µM; hits with a dose series show IC50 in µM; in the data active = inhibition above about 50%
An asterisk follows results filed as active. A portion of the library; count on the stated rates, not on these rows.

SMILES | RNase H inhibition
COc1cc(Sc2ccccc2[N+](=O)[O-])ccc1N | 23.0%
CC1CCCCN1c1ccc(C(=O)c2ccccc2)cc1F (stereo not drawn) | 13.0%
Cc1c(-c2ccc(Cl)cc2Cl)nc2ccccc2c1C(=O)Nc1sc2c(c1C(N)=O)CCCCCC2 | 5.0%
COCCNC(=O)c1ccc(C)cc1Cl | 3.0%
Cc1ccc(/C=C2\C(=O)NC(=O)N(Cc3ccccc3)C2=O)cc1 | 10.0%
N#C/C(=C\c1cccs1)c1nc(-c2ccc(Cl)cc2Cl)cs1 | 18.0%
Cc1ccc(NC2CC(C)N(C(=O)c3cccc(F)c3)c3ccc(C)cc32)cc1 (stereo not drawn) | 26.0%
O=c1c(C=NC2CCCCC2)c(O)n(C2CCCCC2)c(=O)n1C1CCCCC1 | 18.0%
Cc1ccc(C(=O)Nc2ccc3c(c2)OCO3)c(Cl)c1 | 2.0%
COc1ccc(-c2n[nH]c(=S)n2/N=C/c2cccs2)cc1 | 3.0%
CCOc1ccc(N/C(=N\c2nc(C)cc(C)n2)NC(=O)CC)cc1 | 15.0%
C1=C(c2ccc(C3CCCCC3)cc2)N2CCN=C2S1 | 16.0%
CC(=O)c1ccc(NC(=O)C(C(C)C)N2C(=O)c3ccccc3C2=O)cc1 (stereo not drawn) | 5.0%
CC/C(=N\NC(=O)c1ccc(C)o1)c1ccccc1O | 3.0%
Cc1ccc(NC(=O)c2cc([N+](=O)[O-])ccc2Cl)cc1Cl | 9.0%
COc1ccc(C(=O)N/N=C/c2cn[nH]c2-c2ccccc2)cc1 | 8.0%
CCn1c2ccccc2c2cc(/C=N/NC(=O)CCc3ccccc3)ccc21 | 9.0%
CSc1nnc(-c2ccc(C)cc2)o1 | 3.0%
O=C(NCC(c1ccccc1)c1ccccc1)Nc1ccc(Cl)cc1 | 3.0%
O=C(N/N=C/c1ccccc1)c1nc(-c2ccccc2)cc(-c2ccccc2)n1 | 6.0%
O=C1c2cc(Cl)c(Cl)cc2C(=O)N1c1ccc(O)cc1 | 15.0%
COc1ccc(CN2CCN(Cc3ccc(C(F)(F)F)cc3)CC2)cc1Br | 0.0%
O=C1CC(c2ccccc2)CC(O)=C1C=NCCN1CCOCC1 (stereo not drawn) | 0.0%
CC(C)c1ccccc1NC(=O)c1cnccn1 | 2.0%
CCN(CC)c1ccc(C=Nc2ccc(OC(F)(F)F)cc2)c(O)c1 | 3.0%
Cn1c(-c2ccccc2)c(-c2ccccc2)n(C)c1=O | 0.0%
CCOC(=O)c1c(N)sc(C)c1CC | 2.0%
CO/N=C(/C(=O)O)c1cn2ccccc2n1 | 0.0%
COc1ccc(C=Nc2ccc(-c3nc4ccc(C)cc4s3)cc2)cc1O | 21.0%
COc1ccc(-c2noc(-c3ccco3)n2)cc1 | 8.0%
COc1ccc(O)c(/C=N/Nc2ccc([N+](=O)[O-])cc2)c1 | 0.0%
CCCCCCCCCc1noc(-c2ccccc2Br)n1 | 21.0%
COc1ccc(/C(O)=C2\C(=O)C(=O)N(CCc3ccccc3)C2c2ccc(OC)cc2)cc1 (stereo not drawn) | 10.0%
COc1ccc(NC(=O)CCc2ccccc2)c(OC)c1 | 10.0%
Cc1ccc(S(=O)(=O)Nc2c(C)cc(C)cc2C)c(C)c1 | 2.0%
O=C(CSc1nnc(CCCN2C(=O)c3cccc4cccc(c34)C2=O)n1-c1ccccc1)NCCCO | 4.0%
O=C(O)C(Cc1ccccc1)N=C(NS(=O)(=O)c1ccccc1)c1ccccc1 (stereo not drawn) | 3.0%
CC1=NN(C(=O)C(C)C)C(C)(NNC(=O)C(C)C)C1 (stereo not drawn) | 5.0%
O=C(CN(c1cccc(C(F)(F)F)c1)S(=O)(=O)c1ccccc1)Nc1ccc(Cl)cc1Cl | 5.0%
Cc1cccc(N2C(=O)C3C4C=CC(O4)C3C2=O)c1C (stereo not drawn) | 13.0%
O=C1C2C3C=CC(C3)C2C(=O)N1c1ccc([N+](=O)[O-])cc1Br (stereo not drawn) | 25.0%
Cn1c(SCc2ccccc2)nc(O)cc1=O | 4.0%
N/C(=N\N=C\c1ccccc1O)c1nonc1N | 12.0%
CCc1ccc(/C=C2/SC(=S)N(CC(=O)O)C2=O)cc1 | 0.0%
COc1cc(C=C2C(=O)NC(=O)NC2=O)ccc1OCc1c(C)no[n+]1[O-] | 6.0%
CCOC(=O)c1c(NC(=O)c2ccc(N3C(=O)CCC3=O)cc2)sc2c1CCCC2 | 12.0%
COCCOC(=O)C1=C(C)NC(=O)CC1c1ccccc1Br (stereo not drawn) | 3.0%
CCCCOc1ccc(C(=O)N2CCC(Cc3ccccc3)CC2)cc1 | 20.0%
CC1CCC2(CC1)C(C#N)=C(SCC(N)=O)NC(=O)C2C#N (stereo not drawn) | 6.0%
CCOc1ccc2[nH]c(C)c(CCC(C)=O)c(=S)c2c1 | 0.0%
CC1(c2ccc(C3CCCCC3)cc2)NN=C(c2ccccc2)S1 (stereo not drawn) | 0.0%
O=C(N/N=C/c1cccs1)c1ccc(O)cc1O | 3.0%
S=c1n(CN2CCOCC2)nc(-c2ccccc2Cl)n1-c1ccccc1 | 8.0%
O=C1NN(c2ccc(F)cc2)C(=O)/C1=C\c1cccc(OCc2ccccc2F)c1 | 29.0%
Cc1ccc2oc(-c3ccc(C)c(NC(=O)c4cccc([N+](=O)[O-])c4C)c3)nc2c1 | 25.0%
Cc1c(N2C(=O)/C(=C/c3cccs3)SC2=S)c(=O)n(-c2ccccc2)n1C | 9.0%
Cc1oc2c(C)c(O)ccc2c(=O)c1-c1ccccc1Cl | 12.0%
COc1ccc(Br)cc1/C=C/C(=O)c1ccc(C)cc1 | 15.0%
Cc1ccc(N2C(=O)C(Cl)=C(Nc3ccccc3C)C2=O)cc1Cl | 10.0%
c1coc(Cn2c(-c3ccco3)nc3ccccc32)c1 | 14.0%

2 entries from above, with each value named.
COc1ccc(Br)cc1/C=C/C(=O)c1ccc(C)cc1
  RNase H inhibition = 15.0%
Cc1ccc(N2C(=O)C(Cl)=C(Nc3ccccc3C)C2=O)cc1Cl
  RNase H inhibition = 10.0%

(list continues)
SMILES | RNase H inhibition
O=[N+]([O-])c1ccc(C2NN=C(c3ccccc3)S2)cc1 (stereo not drawn) | 32.0%
O=C(CCC(=O)OCC(=O)c1ccc(Br)cc1)Nc1cccc([N+](=O)[O-])c1 | 9.0%
Clc1ccccc1CN1CCN(Cc2ccncc2)CC1 | 1.0%
CN1C(=O)C(=Cc2cn(Cc3ccc([N+](=O)[O-])cc3)c3ccccc23)C(=O)N(C)C1=S | 36.0%
CCOC(=O)C1=C(C)N=c2s/c(=C\c3ccc4c(c3)OCO4)c(=O)n2C1c1cc(OC)ccc1OC (stereo not drawn) | 7.0%
COc1ccc(C2CC(c3ccccc3)=NN2C(C)=O)cc1 (stereo not drawn) | 16.0%
Cc1cccc(C(=O)Nc2ccccc2C(N)=O)c1 | 1.0%
O=C(NC(=S)Nc1ccc(NC(=O)c2ccccc2)cc1)c1ccc(Cl)cc1 | 11.0%
O=C(Nc1cccc2nsnc12)c1ccc([N+](=O)[O-])cc1 | 6.0%
CCCc1cc(C(=O)OC)c(NC(=O)C2C3CCC(C3)C2C(=O)O)s1 (stereo not drawn) | 6.0%
N#CC1=C(N)Oc2cc(O)ccc2C1c1ccc2ccccc2c1 (stereo not drawn) | 26.0%
O=C(O)c1cccc2c1NC(c1ccc([N+](=O)[O-])cc1)C1CC=CC21 (stereo not drawn) | 30.0%
COc1ccc(C(=O)N2CC(C)OC(C)C2)cc1 (stereo not drawn) | 11.0%
C=CCc1ccc(OCCCOc2cccc(Cl)c2)c(OC)c1 | 0.0%
CC(=O)NS(=O)(=O)c1ccc(NS(=O)(=O)Cc2ccccc2)cc1 | 0.0%
CC(=O)c1cccc(NS(=O)(=O)c2cc(Cl)ccc2Cl)c1 | 0.0%
Cc1ccc(C2C(C#N)=C(N)Oc3c2ccc2cccnc32)cc1 (stereo not drawn) | 5.0%
COc1ccc(C(=O)NCc2ccccc2C)cc1OC | 3.0%
Cc1csc(-c2cc3ccc(OC/C=C/c4ccccc4)cc3oc2=O)n1 | 0.0%
NC(=O)c1cccc(N=Cc2ccccc2[N+](=O)[O-])c1 | 7.0%

2 successive entries from above:
SMILES | RNase H inhibition
O=[N+]([O-])c1ccc(C2NN=C(c3ccccc3)S2)cc1 (stereo not drawn) | 32.0%
O=C(CCC(=O)OCC(=O)c1ccc(Br)cc1)Nc1cccc([N+](=O)[O-])c1 | 9.0%

(cont.)
SMILES | RNase H inhibition
Cc1ccc(Cl)cc1NC(=O)CN(c1cccc([N+](=O)[O-])c1)S(=O)(=O)c1ccccc1 | 4.0%
COC(=O)c1ccc(/C=N/NC(=O)COc2c(Br)cc(Br)cc2Br)cc1 | 14.0%
COc1ccc(C(=O)N2CCCC2)cc1OC | 7.0%
O=[N+]([O-])c1ccc(CP(=O)(c2ccccc2)c2ccccc2)cc1 | 5.0%
O=C(N/N=C/c1cccc(OCc2ccccc2)c1)c1ccc([N+](=O)[O-])cc1 | 6.0%
COc1ccc(C=C2C(=O)NC(=S)NC2=O)cc1OCc1ccc(Cl)cc1 | 33.0%
Clc1ccc(OCCSc2nc3ccccc3s2)cc1 | 0.0%
CCOc1ccc(C(=O)Nc2cccc(Cl)c2Cl)cc1 | 1.0%
Cc1ccc2c(c1)N(C(=O)c1ccccc1Br)C(C)(C)c1ssc(=S)c1-2 | 33.0%
COc1cc(/C=C2\C(=O)N(c3cccc(C(=O)O)c3)N=C2C)cc(I)c1O | 24.0%
CC(=O)Nc1ccc(Cl)c(-c2nc3ccccc3s2)c1 | 0.0%
Cc1cc(C)cc(N2C(=O)NC(=O)/C(=C\c3ccc4c(c3)OCO4)C2=O)c1 | 13.0%
COc1cc(/C=C2/SC(=S)NC2=O)ccc1OC(=O)c1ccc([N+](=O)[O-])cc1 | 28.0%
CCn1c2ccccc2c2nnc(SCc3ccccc3Cl)nc21 | 16.0%
Cn1c(/C=N/c2nc3ccccc3n2C)nc2ccccc21 | 13.0%
COc1ccc(Cl)cc1C(=O)Nc1sc(C)c(C)c1C#N | 74.0%*
N#Cc1ccc(C=Nc2cc(Cl)cc(Cl)c2)cc1 | 11.0%
N#CCOc1ccc(/C=N/NC(=O)CN(c2ccc(F)cc2)S(=O)(=O)c2ccccc2)cc1 | 14.0%
Cc1cc(-n2cccn2)nc(-c2ccc(Br)cc2)n1 | 9.0%
S=C1NCN(Cc2ccccc2)CN1c1ccccc1 | 0.0%

An excerpt of these results, in CSV form.
SMILES,RNase H inhibition
COc1ccc(C=C2C(=O)NC(=S)NC2=O)cc1OCc1ccc(Cl)cc1,33.0%
Clc1ccc(OCCSc2nc3ccccc3s2)cc1,0.0%
CCOc1ccc(C(=O)Nc2cccc(Cl)c2Cl)cc1,1.0%

More entries follow:
SMILES | RNase H inhibition
Cc1cccc(N2CCN(C(=O)c3ccccc3Cl)CC2)c1C | 16.0%
Cc1cccc(NC(=O)C(=O)NCC(O)c2ccccc2)c1 (stereo not drawn) | 0.0%
CCOC(=O)C(CC(C)C)NC(=O)/C(=C\c1ccccc1F)NC(=O)c1ccccc1 (stereo not drawn) | 5.0%
Cc1ccc(C)c(NC(=S)NC(=O)c2ccco2)c1 | 15.0%
CC(=O)CC(=O)Nc1c(C)cc(C)cc1C | 4.0%
Cc1c(C)c(CON=C(c2ccccc2)c2ccccc2)c(C)c(C)c1Br | 10.0%
COc1cc(C)ccc1OCCOCCSc1ccc(Cl)cc1 | 36.0%
CC1(C)CC(=O)C(C(=O)Cc2ccccc2)C(=O)C1 | 2.0%
O=C(/C=C/Nc1ccccc1I)c1ccccc1 | 12.0%
COc1ccc(-c2ccc(/C=N/NC(=O)COc3cccc(C)c3)o2)cc1Cl | 17.0%
CC(C)Oc1ccc2ccccc2c1C=C1C(=O)NC(=O)NC1=O | 8.0%
O=C(N/N=C/c1cc(Br)cc(I)c1O)c1cccc([N+](=O)[O-])c1 | 0.0%
O=C(CN(c1ccc(F)cc1)S(=O)(=O)c1ccccc1)N1CCN(c2ccccc2)CC1 | 6.0%
CCN(CC)c1ccc(CN2CCN(c3ccc(C(C)=O)cc3)CC2)cc1 | 21.0%
O=c1ccnc(SCc2ccc(Cl)cc2Cl)[nH]1 | 1.0%
COc1ccc2[nH]c(C)c(CN3CCOCC3)c(=O)c2c1 | 4.0%
CCOC(=O)c1c(C)[nH]c(N=Nc2ccccc2Cl)c1C | 11.0%
COc1cc(/C=C2/SC(=S)N(CC(=O)Nc3nc4ccccc4s3)C2=O)cc(OC)c1OC | 24.0%
O=S(=O)(c1cccc2cccnc12)N1CCCc2ccccc21 | 19.0%
COc1ccc(OC)c(/C=N/NC(=O)CSc2nc3ccccc3n2C)c1 | 20.0%

Given in markdown: entries from further up
| Structure | RNase H inhibition |
| --- | --- |
| COC(=O)c1ccc(/C=N/NC(=O)COc2c(Br)cc(Br)cc2Br)cc1 | 14.0% |
| COc1ccc(C(=O)N2CCCC2)cc1OC | 7.0% |
| O=[N+]([O-])c1ccc(CP(=O)(c2ccccc2)c2ccccc2)cc1 | 5.0% |
| O=C(N/N=C/c1cccc(OCc2ccccc2)c1)c1ccc([N+](=O)[O-])cc1 | 6.0% |

New compounds follow.
SMILES | RNase H inhibition
COc1ccc(C2CC(=O)C3=C(C2)Nc2ccccc2NC3c2cccc(Br)c2)cc1 (stereo not drawn) | 10.0%
COc1ccc(OC)c(NC(=O)C(=O)N/N=C/c2ccc(OCc3ccccc3)cc2)c1 | 0.0%
CS(=O)(=O)N(CC(=O)N/N=C/c1ccccc1O)c1ccc(F)cc1 | 0.0%
COc1ccccc1OCCOc1ccccc1/C=C1\SC(N)=NC1=O | 3.0%
CCOc1ccc(N(CC(=O)N2CCOCC2)S(=O)(=O)c2ccc(SC)cc2)cc1 | 8.0%
Cc1cccc(N2C(=O)NC(=O)/C(=C\c3cccn3-c3ccccc3)C2=O)c1 | 22.0%
COc1ccccc1C1C(C#N)=C(N)Oc2cc(O)c(Cl)cc21 (stereo not drawn) | 0.0%
CCn1c(O)c(C=NCCc2ccc(O)c(O)c2)c2ccccc21 | 7.0%
COc1ccc(C(=O)n2cnc3cc(C)c(C)cc32)cc1[N+](=O)[O-] | 9.0%
Cc1ccc(N=Nc2c(-c3ccc([N+](=O)[O-])cc3)[nH]n(-c3ccccc3)c2=O)cc1Br | 2.0%
